# High-throughput results as filed in PubChem.
# ERp5 block = inhibitors of ERp5-driven insulin aggregation, primary screen, biochemical, turbidity, absorbance 650 nm, single point; 350,000 tested, 0.05% active; 90 min; Protein disulfide-isomerase A6 (Homo sapiens), Q15084; inhibition, % at 9.99 µM;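 active = mean replicate inhibition above about 25%, with every replicate also reaching it, limit read from the data, passing the limit was not always enough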
# Target sequence (Q15084 whole entry, looked up): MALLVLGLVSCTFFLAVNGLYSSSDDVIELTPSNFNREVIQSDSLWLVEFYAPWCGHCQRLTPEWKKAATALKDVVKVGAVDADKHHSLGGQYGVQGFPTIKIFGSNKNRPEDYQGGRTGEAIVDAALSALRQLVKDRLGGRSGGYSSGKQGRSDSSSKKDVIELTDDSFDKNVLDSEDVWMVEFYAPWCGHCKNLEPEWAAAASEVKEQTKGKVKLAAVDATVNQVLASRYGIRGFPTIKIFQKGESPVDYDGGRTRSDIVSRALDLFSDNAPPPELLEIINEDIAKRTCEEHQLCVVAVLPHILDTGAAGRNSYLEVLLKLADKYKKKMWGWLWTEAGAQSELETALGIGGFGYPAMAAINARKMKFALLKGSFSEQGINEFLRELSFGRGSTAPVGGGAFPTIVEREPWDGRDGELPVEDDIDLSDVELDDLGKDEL
# E-sel inducer = E-selectin induction in HUVECs, primary screen, imaging, HUVEC, immunofluorescence imaging, single point; activation, % at 7.58 µM; 260,000 tested, 0.37% active; normalized: neutral wells 0, TNF-alpha wells 100;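 active = mean E-selectin-positive cell signal at least 10% of the positive control, reached in at least 60% of replicates, without over 20% cell loss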;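 note: in these data hits start at about 27%; measured in HUVEC primary endothelial cells; signal is the percent of cells scored E-selectin positive by PE staining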
#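 Test system: HUVEC; input: 3,000 HUVEC/well; measured by: immunofluorescence imaging; read-out: % PE-positive cells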
# RAD54 inh = inhibitors of human RAD54 branch migration, primary screen, biochemical, fluorescence, single point; DNA repair and recombination protein RAD54-like (Homo sapiens), Q92698; RAD54 Holliday junction branch migration, FAM/BHQ fluorescence; inhibition, % at 10.4 µM; 360,000 tested, 0.14% active; AID 602329, 2012;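 active = mean normalized replicate activity at least 40 and at least half of replicates scoring 40 or more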;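 note: 0% = median of neutral control wells and 100% = median of positive control wells; inhibitors cause a drop in the FAM fluorescence signal; in these data hits start at about 50%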
# RAD52 anneal inh = RAD52 DNA annealing inhibitors, primary screen, biochemical, FRET, single point, set 2. DNA repair protein RAD52 homolog (Homo sapiens), P43351. recombinant RAD52 DNA annealing, FRET fluorescence. inhibition, % at 18.7 µM. 360,000 tested, 0.46% active;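 active = every replicate showing at least 50% inhibition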
# Target sequence (P43351 whole entry, looked up): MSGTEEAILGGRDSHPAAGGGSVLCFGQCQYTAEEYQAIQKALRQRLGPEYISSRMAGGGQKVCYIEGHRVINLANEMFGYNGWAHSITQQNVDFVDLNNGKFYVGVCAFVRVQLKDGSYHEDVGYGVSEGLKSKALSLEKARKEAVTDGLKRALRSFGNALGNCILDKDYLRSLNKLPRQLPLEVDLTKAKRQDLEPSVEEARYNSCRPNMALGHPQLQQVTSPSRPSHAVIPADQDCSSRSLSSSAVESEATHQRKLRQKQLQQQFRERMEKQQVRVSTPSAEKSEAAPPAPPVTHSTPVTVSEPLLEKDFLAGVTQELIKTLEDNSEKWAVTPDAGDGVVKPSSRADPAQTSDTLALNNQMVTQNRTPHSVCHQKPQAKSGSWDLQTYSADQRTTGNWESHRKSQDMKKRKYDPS
# XiGFP reactiv = activators of inactive X chromosome reactivation, primary screen, imaging, XiGFP fibroblasts, GFP high-content imaging, set 2. XiGFP mouse fibroblasts, % GFP-positive cells imaging, 3 d; cells co-treated with 5-aza-dC sensitizer; scaled so ellipticine positive control = 100%. activation, % at 7.58 µM. 360,000 tested, 0.055% active;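 active = mean normalized replicate activation at least 10% and every replicate at or above 10%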;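 note: 0% = median of on-plate neutral control wells and 100% = ellipticine 6 µM median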
#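 System: 68-5-11 XiGFP fibroblast line; Timing: 3 days compound exposure; Compound dosing: one concentration, pinned; Benchmarks: positive control ellipticine, 6 µM final; Buffer or medium: DMEM containing 5-aza-dC.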
# S100A4 inh HTS = inhibitors of S100A4-myosin IIA peptide binding, primary screen, biochemical, fluorescence polarization, TAMRA-MyoIIA peptide | 360,000 tested, 0.14% active | inhibition, % at 10.7 µM | Protein S100-A4 (Homo sapiens), P26447 | AID 652163, 2013;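 active = mean inhibition of at least 70% across replicates, with every replicate also reaching that level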
# Target sequence (P26447 whole entry, looked up): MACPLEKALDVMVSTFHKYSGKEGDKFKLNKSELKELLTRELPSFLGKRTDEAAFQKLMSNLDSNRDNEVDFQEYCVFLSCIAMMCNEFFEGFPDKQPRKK
#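 Compound dosing: one dose per compound; test system: human S100A4 monomer with TAMRA-labelled myosin IIA peptide; probe or stimulus: TAMRA-labelled myosin IIA heavy-chain peptide probe, 5 nM; medium: HEPES buffer with Ca2+, pH 7.2; schedule: 5 min incubation before reading; benchmarks: neutral control DMSO, positive control TFP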
# ERAP1 HTS inh = human ERAP1 aminopeptidase inhibitors, primary screen, biochemical, single point, plate reader. 340,000 tested, 0.15% active. recombinant ERAP1, Leu-AMC fluorescence, 60 min. inhibition, % at 10.7 µM. Endoplasmic reticulum aminopeptidase 1 (Homo sapiens), Q9NZ08;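 active = mean replicate inhibition of at least 30%, or all replicates individually reaching that 30% level; inactive = mean below 30% and not every replicate reaching it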;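 note: 0% = neutral control wells and 100% = L-leucinethiol positive control wells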
# esBAF inh = Bmi1 luciferase reporter increase in mESCs, primary screen, esBAF inhibitor project, mouse ES cells, Bmi1 luciferase knock-in, single point; 24 h; 100% = twice the neutral-well signal; reporter increase, % at 12.5 µM; 350,000 tested, 2% active; in the data active = activation above about 40%;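 note: 0% = median of the plate's neutral control wells and 100% = double that signal; a rise in the Bmi1 reporter signal indicates esBAF inhibition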
# * marks the source's active call; other numbers are inactive results; · = no result given; & = joins results of further samples.
SMILES,ERp5 block,E-sel inducer,RAD54 inh,RAD52 anneal inh,XiGFP reactiv,S100A4 inh HTS,ERAP1 HTS inh,esBAF inh
C=CC(=O)NCCCc1cc(C(C)(C)C)c(O)c(C(C)(C)C)c1,4,0.0,-10,-8,0.0,4,0,·
O=C(Nc1ccc(NS(=O)(=O)c2ccccc2)c(Cl)c1)c1ccccc1,3,0.0,-22,-14,0.1,-4,1,5
CCOc1ccc(CONS(=O)(=O)c2ccc(NC(C)=O)cc2)cc1Cl,3,·,·,-4,0.2,2,-3,-6
CC1(C)C[C@@H]2C[C@@](C)(CN2C(=O)c2ccccc2)C1,0,·,-6,6,0.0,1,·,·
C[C@@H]1CN([C@@H](C)CO)C(=O)c2cc(NS(=O)(=O)c3ccccc3)ccc2O[C@@H]1CN(C)C,-1,-0.1,-1,-21,0.0,3,-3,-1
CC(NC(=O)Cn1c(NCCO)nc2ccccc21)C1CC2CCC1C2 (configuration not stated),-2,-1.9,·,-9,0.0,-1,-2,·
COc1ccc([Si](C)(C)[C@@H]2[C@@H](CCn3cc([C@H](O)c4ccccc4)nn3)O[C@]3(C(=O)N(Cc4ccc(N5CCC5=O)cc4)c4ccccc43)[C@H]2C)cc1,4,·,1,4,·,1,-2,·
Cc1cc(C)n(/N=C/c2cc([N+](=O)[O-])ccc2O)c(=O)c1,1,·,·,-14,0.0,8,-2,·
O=C(CSc1n[nH]c(=O)n1CCc1ccccc1)NC1CCCC1,7,-0.7,2,-21,0.4,-2,-2,1
O=C(O)CCC(=O)NCCc1cccc(Cl)c1,11,·,·,-16,0.1,5,0,·
Cc1ccc(C(=O)N2CCCC(c3ccccc3)=N2)cc1,1,·,·,-11,0.4,-11,12,·
COc1ccc(-c2ccc([C@H]3[C@H](CO)N[C@@H]3C#N)cc2)cc1,-5,-0.4,10,-35,0.6,1,1,-6
COc1ccc(CCNC(=O)NC23CC4CC(CC(C4)C2)C3)cc1,0,·,2,-12,·,-5,-2,31
CCN(C(=O)C(C)OC(=O)c1nn(-c2ccccc2C(F)(F)F)cc1O)c1ccccc1 (configuration not stated),-22,·,-14,-7,-0.1,1,0,2
CCCOc1ccc(-c2nn(-c3ccccc3)cc2/C=C2\SC(N)=NC2=O)cc1C,-2,1.0,3,-23,0.0,1,1,-1
C/C(=N/NS(=O)(=O)c1cccc([N+](=O)[O-])c1)c1ccncc1,-6,28*,-16,-16,0.1,0,-3,3
CCCNC(=O)Nc1ccc2c(c1)C(=O)N(C)C[C@H](OC)[C@H](C)CN(Cc1cccnc1)[C@H](C)CO2,-2,0.6,-1,3,0.3,-56,3,-4
CC(=O)N1CCc2cc(S(=O)(=O)CCC(=O)Nc3ccc(Cl)cc3F)ccc21,1,·,-6,-3,0.2,-2,2,2
CC(=O)c1ccc(OCc2cc(C(=O)N(C)Cc3nc4c(C)cccc4[nH]3)no2)cc1,4,-0.1,-2,-20,0.0,-3,-6,-4
O=S(=O)(CCNC1CC1)NC1CCCCC1,4,-0.2,-6,-10,0.2,-1,1,3
C[C@@H]1NC(=O)/C(=C\c2ccccc2Br)NC1=O,3,0.4,-4,4,0.0,18,0,-4
CCN(CC)C(=O)c1nc[nH]c1C(=O)N1CCN(C(=O)OC(C)(C)C)CC1,4,0.0,-2,-9,0.8,-1,-2,1
CCCCN1C(=O)C(CC(=O)NC(c2ccccc2)c2ccccc2)CC(C(=O)N(C(C)C)C(C)C)=C1C (configuration not stated),-4,-0.3,-6,-14,0.1,3,·,-4
C[C@H]1CN([C@@H](C)CO)C(=O)c2cc(C#CCN(C)C)cnc2O[C@H]1CN(C)C(=O)c1ccc(F)cc1,10,0.0,6,-32,-0.3,0,-2,0
Cc1cccc(Nc2ccc(S(=O)(=O)N3CCOCC3)cc2[N+](=O)[O-])c1,0,·,-4,-10,0.2,-2,3,2
CCCCNC(=O)Nc1c(C)cc(SC#N)cc1C,2,·,·,-8,0.1,-6,9,·
O=C(Cn1cnc(S(=O)(=O)N2CCCC2)c1)Nc1cccc(Br)c1,-2,·,-6,-2,0.0,8,5,-6
CC(Sc1nnc(CN2CCCC2)n1Cc1ccccc1)C(=O)Nc1ccccc1 (configuration not stated),-13,·,-1,-20,-0.1,5,1,-6
O=C1c2ccccc2C(c2nnnn2-c2ccc3c(c2)OCCO3)N1CCCn1ccnc1 (configuration not stated),-2,-0.1,·,-2,0.0,-1,·,·
COC(CN(C)C(=O)C1CCCN(S(=O)(=O)c2ccc3c(c2)oc(=O)n3C)C1)OC (configuration not stated),5,·,3,-10,0.2,-3,-2,0
CC(=O)Nc1ccc(NC(=O)c2cc(-n3cnnc3)ccc2Cl)cc1,3,2.5,-4,-26,-0.1,4,-2,2
COc1ccc(C(=O)Nc2ccc(O)c3ccccc23)cc1OC,·,·,7,-6,0.0,-2,1,·
O=C(CCNc1n[nH]c(=O)[nH]c1=O)N/N=C/c1ccc(Cl)cc1,3,·,·,-4,0.0,-6,4,·
Cc1ccc(-c2cc(C(=O)N3CCCc4ccccc43)no2)cc1,0,-0.1,-7,-7,0.2,-3,3,72*
CC(=O)N1N=C(c2ccc3ccccc3c2)OC12CCCC2,-1,·,·,-7,-0.2,-3,-5,·
COC(=O)C[C@@H]1CC[C@H]2[C@@H](COc3ccc(NC(=O)c4cccc(Cl)c4)cc3C(=O)N2C)O1,-2,0.2,-5,4,0.1,6,3,4
Cc1ccc(S(=O)(=O)N(C)C[C@@H]2Oc3c(NC(=O)c4nc5ccccc5s4)cccc3C(=O)N([C@@H](C)CO)C[C@@H]2C)cc1,4,1.1,-9,-18,-0.9,2,2,1
Cc1ccc(F)cc1S(=O)(=O)N[C@@H]1CCN(Cc2ccc(OC(C)C)cc2)C1,5,·,1,-17,·,-5,0,·
CCn1c(SCC(=O)NC2CC2)nnc1-c1ccccc1,-2,0.1,-10,-8,0.1,-2,-3,-1
Cc1cc(NS(=O)(=O)c2ccc(NC(=O)COc3ccc(Cl)cc3Cl)cc2)no1,6,·,-5,-32,0.1,18,3,2

# Four compounds picked at random from the list so far:
SMILES,ERp5 block,E-sel inducer,RAD54 inh,RAD52 anneal inh,XiGFP reactiv,S100A4 inh HTS,ERAP1 HTS inh,esBAF inh
CCCOc1ccc(-c2nn(-c3ccccc3)cc2/C=C2\SC(N)=NC2=O)cc1C,-2,1.0,3,-23,0.0,1,1,-1
CCCCN1C(=O)C(CC(=O)NC(c2ccccc2)c2ccccc2)CC(C(=O)N(C(C)C)C(C)C)=C1C (configuration not stated),-4,-0.3,-6,-14,0.1,3,·,-4
C[C@H]1CN([C@@H](C)CO)C(=O)c2cc(C#CCN(C)C)cnc2O[C@H]1CN(C)C(=O)c1ccc(F)cc1,10,0.0,6,-32,-0.3,0,-2,0
CC1(C)C[C@@H]2C[C@@](C)(CN2C(=O)c2ccccc2)C1,0,·,-6,6,0.0,1,·,·

# (more compounds)
SMILES,ERp5 block,E-sel inducer,RAD54 inh,RAD52 anneal inh,XiGFP reactiv,S100A4 inh HTS,ERAP1 HTS inh,esBAF inh
CC/C(=N\NC(=S)Nc1cccc(C)c1)c1ccccc1,-7,0.2,·,-45,0.1,-3,-5,-1
C[C@H](CO)N1C[C@H](C)[C@@H](CN(C)C(=O)Nc2ccccc2)Oc2ncc(C#CC3CCCC3)cc2C1=O,-1,0.6,-11,-12,-0.4,-10,2,-2
O=C(CCc1nc2sc3c(c2c(=O)[nH]1)CCCC3)Nc1ccccc1Cl,-1,-0.8,3,-31,0.1,0,0,·
Cc1ccc(S(=O)(=O)Nc2ccc3c(c2)C(=O)N([C@@H](C)CO)C[C@@H](C)[C@@H](CN(C)C(=O)Nc2cccc4ccccc24)OCCCC[C@H](C)O3)cc1,-1,1.1,-5,-5,0.1,2,-2,0
O=C(NC1(C(F)(F)F)NC(=O)N(C2CCCCC2)C1=O)c1ccco1 (configuration not stated),-1,2.1,·,12,0.0,-2,-5,·
O=C(CC1CC1)N1CC2(C1)[C@H](c1ccccc1)[C@H](CO)N2S(=O)(=O)Cc1ccccc1,-4,0.7,·,2,0.2,3,1,·
C[C@H](CO)N1C[C@H](C)[C@H](CN(C)C)Oc2cc(-c3cccnc3)ccc2S1(=O)=O,1,0.1,6,-1,0.0,-5,-2,4
COc1ccc(CCNC(=O)CN2C(=O)NC(CCSC)C2=O)cc1 (configuration not stated),5,1.8,·,-12,0.0,-4,-2,·
CN1C(=O)c2cc(NC(=O)Nc3ccccc3)ccc2OC[C@H]2O[C@@H](CC(=O)NC3CCC3)CC[C@H]21,-2,0.0,-2,-35,0.0,1,-3,7
COc1ccc(OC)c(S(=O)(=O)N2CCN(CC(O)COc3ccccc3)CC2)c1 (configuration not stated),1,-0.1,-9,-9,0.1,1,3,2
Cc1ccccc1C(=O)NC=C1C(=O)OC(C)(C)OC1=O,-1,-0.6,4,-17,0.0,-3,-1,-1
C[C@@H](NC(=O)[C@H]1[C@H](CO)[C@H]2Cn3c(cccc3=O)[C@H]2N1C(=O)C1CC1)c1ccccc1,5,0.4,15,-4,0.1,-9,3,3
CCCNC(=O)N1C[C@@H](O)COC[C@@H]2O[C@H](CC(=O)N3CCOCC3)CC[C@H]21,2,0.2,0,5,0.3,-2,0,-3
O=C1CCCC2=C1C1(CCCC1)N=C(Nc1nc3ccccc3o1)N2,-4,0.4,-2,-16,0.0,-3,-1,6
CC(C)Oc1ccc(-c2nc(NCC3CCCO3)c3ccccc3n2)cc1 (configuration not stated),5,0.8,12,-3,0.0,-4,0,·
C[C@@H]1CN([C@H](C)CO)S(=O)(=O)c2ccc(-c3ccccc3)cc2O[C@H]1CN(C)Cc1cccnc1,-7,-0.1,7,7,-1.1,4,-1,4
C[C@@H]1CCCCO[C@@H](CN(C)C(=O)Nc2cccc3ccccc23)[C@H](C)CN([C@@H](C)CO)C(=O)c2cc(NC(=O)CCCN(C)C)ccc2O1,-2,-0.1,6,14,0.0,-3,0,5
CC(C)=CCC/C(C)=C/CNC(=O)C[C@H]1C[C@H](C(=O)N(C(C)C)C(C)C)[C@@]2(C)c3[nH]c4cc(CCC(=O)N(C)C)ccc4c3CCN2C1=O,-2,2.4,-17,-3,-0.1,0,·,0
COc1ccc2c3c(n(C)c2c1)[C@H](CO)N(C(=O)CC1CC1)CC31CCN(C(=O)NC(C)C)CC1,-7,0.2,·,2,0.4,8,-1,·
C[C@H](NC(=O)N1CCn2c1nc1ccccc12)C(=O)NCc1ccccc1,4,·,-8,-7,0.4,7,4,-8
C[C@@H]1CN([C@@H](C)CO)C(=O)CCCn2nncc2CO[C@@H]1CN(C)C(=O)Nc1cccc(C(F)(F)F)c1,-5&4,-0.1&0.2,-1&1,-13&-5,0.1,-1&18,-2&1,5&1
C[C@@H]1CN([C@H](C)CO)C(=O)Cc2cc(NC(=O)CCN3CCOCC3)ccc2O[C@@H]1CN(C)CC1CCCCC1,-2,-0.2,6,-4,0.0,4,-2,1
O=C(c1cccc(S(=O)(=O)N2CCCC2)c1)N1CCCc2ccccc21,-4,·,·,-10,-0.1,-3,0,·
